Bioassay records as filed in PubChem BioAssay.
aGal spleen mod = inhibitors or activators of human alpha-galactosidase in spleen homogenate | P06280 | human spleen homogenate, 4MU-alpha-Gal fluorescence, 40 min | Potency, µM (top dose mostly 80 µM), without a hit: at the highest dose activity change, negative = inhibition, actives largely listed as inhibitors | 0.008% of 240,000 active | AID 2107;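 note: 0% = enzyme with vehicle and -100% = no enzyme basal signal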
Target sequence (P06280 32-429 limits assumed): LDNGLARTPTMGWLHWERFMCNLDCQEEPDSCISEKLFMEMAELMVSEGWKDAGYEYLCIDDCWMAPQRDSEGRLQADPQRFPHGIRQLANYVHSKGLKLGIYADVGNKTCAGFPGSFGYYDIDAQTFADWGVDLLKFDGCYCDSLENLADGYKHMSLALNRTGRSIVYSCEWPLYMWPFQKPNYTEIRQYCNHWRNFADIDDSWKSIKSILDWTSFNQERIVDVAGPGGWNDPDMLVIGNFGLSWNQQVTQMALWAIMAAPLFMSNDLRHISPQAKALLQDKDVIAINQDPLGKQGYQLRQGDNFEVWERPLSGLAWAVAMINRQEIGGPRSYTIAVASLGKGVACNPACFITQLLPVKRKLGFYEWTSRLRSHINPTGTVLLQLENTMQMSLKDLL
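Fluorogenic readout (Ex 365/Em 440 nm) of 4-methylumbelliferone released from 1 mM 4-MU-alpha-galactoside by spleen homogenate, 40 min at 37C, pH 5.0. Data normalized to no-enzyme and enzyme controls; Hill-equation AC50 from compound titrations.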
Tau fibril ThT = inhibitors of human tau fibril formation, thioflavin T binding; P10636; recombinant tau K18 P301L, heparin-induced fibrillization, ThT fluorescence; Potency, µM (top dose mostly 57.4 µM), inactives show at the top dose activity, negative = inhibition, usual class: inhibitors; 2.1% of 270,000 active; AID 1460; note: % is set by controls: 0 for no effect and ±100 for the full control effect; nearly all actives have a fitted effect of over 55% in size
Target sequence (P10636 561-689 P618L limits assumed): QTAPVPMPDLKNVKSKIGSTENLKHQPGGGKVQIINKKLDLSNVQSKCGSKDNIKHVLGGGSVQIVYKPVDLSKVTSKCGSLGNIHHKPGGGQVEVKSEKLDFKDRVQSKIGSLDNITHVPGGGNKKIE
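Aggregation was driven by heparin (20 uM final) acting on recombinant tau […] bearing P301L in 100 mM sodium acetate pH 7; fibrils were detected with Thioflavin T.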
GAA glycogen mod = alters human alpha-glucosidase cleavage of glycogen | P10253 | recombinant GAA, glycogen substrate, Amplex Red glucose oxidase fluorescence | Potency, µM (titrated, usually from 76.4 µM), for the others: top-dose activity change, negative = inhibition, hits mostly inhibitors | 0.38% of 300,000 active;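 note: 0% = full enzyme reaction and -100% = no-enzyme basal signal; the screen sought inhibitors and activators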
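Recombinant human alpha-glucosidase (4 nM final) hydrolysed bovine liver glycogen (30 ug) for 40 min at 37 C in pH 5.0 citrate/phosphate with 0.01% Tween-20. Released glucose detected by glucose oxidase/Amplex Red, Ex 573/Em 610 nm. Compounds up to 77 uM; AC50 from Hill fits.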
Tau fluor counter = counter-screen for tau fibril formation inhibitors; tau K18 P301L Alexa594 fluorescence, heparin fibrillization; Potency, µM (highest dose often 57.7 µM), for the others: top-dose activity change, negative = decrease; 0.93% of 280,000 active; note: % is set by controls: 0 for no effect and ±100 for the full control effect; nearly all actives have a fitted effect of over 55% in size
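Human tau K18 P301L (15 uM unlabeled, 0.24 uM Alexa 594-labeled) in 100 mM sodium acetate pH 7 with 20 uM heparin, 6 hr at 37 C. ThT 30 uM added, 1 hr ambient; Alexa 594 FP and total fluorescence read at 555/632 nm.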
HTT cytoprotect = cytoprotection in Huntington HTT-Q103 PC12 cell model; PC12 HTT-Q103 induced, cytoprotection, ATP luminescence, 40 h; Potency, µM (titrated, usually from 56.4 µM), for inactives: cytoprotection (ATP increase), most hits filed as activators; 0.14% of 230,000 active; AID 1471;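 note: % of control where 0% means no effect; nearly all actives have a fitted effect of over 45% in size; toxic huntingtin expression switched on by the ecdysone agonist tebufenozide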
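PC12 cells stably carrying ecdysone-inducible Htt exon 1 (Q103)–GFP were induced with 100 nM tebufenozide (final) alongside library compounds in a dose series. Cytoprotection was scored as retained ATP by ATPlite luminescence.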
Tau FP inhib = blocks human tau fibril formation measured by polarization | P10636 | K18 P301L tau heparin fibrillization, Alexa594 FP, 6 h | Potency, µM (series often up to 57.7 µM), inactives show at the top dose activity, negative = inhibition, usual class: inhibitors | 0.39% of 280,000 active | AID 1468; note: % is set by controls: 0 for no effect and ±100 for the full control effect; nearly all actives have a fitted effect of over 55% in size
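Compound effects on tau fibrillization are measured by Alexa 594 fluorescence polarization (ex 555, em 632 nm). K18 P301L tau is used at 15 uM with 0.24 uM labeled tracer, and 20 uM heparin induces aggregation over 6 hr at 37 C.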
GAA spleen mod = lysosomal alpha-glucosidase (human) modulation | P10253 | human spleen homogenate, 4-MU-alpha-glucoside fluorescence | Potency, µM (series often up to 79.9 µM), for inactives: at the top dose activity change, negative = inhibition, hits mostly inhibitors | 0.006% of 240,000 active;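 note: 0% = enzyme with vehicle and -100% = no enzyme basal signal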
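Human spleen homogenate (1 ug) incubated with compounds and 1 mM 4-methylumbelliferyl-alpha-D-glucopyranoside in pH 5.0 citrate/phosphate buffer, 37 C, 40 min. Stopped at pH 10; 4-MU fluorescence (Ex 365/Em 440 nm); AC50 by Hill fit.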
GAA inh = inhibitors of human lysosomal alpha-glucosidase; P10253; purified human GAA, 4-MU-alpha-glucoside fluorescence; Potency, µM (doses to about 76.9 µM), without a hit: top-dose activity change, negative = inhibition, actives largely listed as inhibitors; 0.005% of 200,000 active;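 note: plate controls were uninhibited enzyme wells for no effect and no-enzyme background for full effect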
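Read-out is 4-methylumbelliferone fluorescence (Ex 365/Em 440 nm) after NaOH/glycine stop at pH 10. Enzyme 4 nM, substrate 400 uM, pH 5.0 citrate buffer, 20 min room temperature; AC50 from Hill-equation concentration-response.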
* marks the source's active call; other numbers are inactive results; ? = inconclusive; · = not tested or not shown; & = joins results of further samples; [ ] = dose if it differs, or a comment. Calls come from the whole dose curve; as a rule, active = well fitted curve in the direction sought with a large enough effect; inconclusive = small, poorly fitted or top-dose-only effect, or another doubt; inactive = no such curve, though single readings can be large; an effect the other way counts as inactive or inconclusive. Potency is the fitted concentration of half-maximal effect.

SMILES	aGal spleen mod	Tau fibril ThT	GAA glycogen mod	Tau fluor counter	HTT cytoprotect	Tau FP inhib	GAA spleen mod	GAA inh
CC(=O)c1ccc(S(=O)(=O)N(Cc2cc3cc4c(cc3[nH]c2=O)OCCO4)CC2CCCO2)cc1 (configuration not stated)	7%	?	15%	-8%	-17%[10 µM]	0%	1%	0%
Nc1ccccc1NC(=O)c1ccccc1N	17%	-9%	0%	-7%	-11%	3%	9%	0%
C=CCSc1nc(-c2ccccc2)c(C#N)c(=O)[nH]1	7%	-5%	-8%	-3%	1%	13%	-14%	-8%
Nc1cc2c(cc1C(=O)c1ccc(Cl)cc1)OCCO2	-8%	?	4%	?	-20%	17%	-1%	-6%
CCN(CC)c1ccc(/C=C/C(=O)C2C(=O)C=C(C)OC2=O)cc1 (configuration not stated)	-1%	3.2µM*	-15%	6.3µM*[fluorescent]	-106%[inhibitor]	?	0%	-14%
Cc1ccc2nc3c(cc(C(=O)NC4CCCC4)c(=N)n3C(C)C)c(=O)n2c1	·	2%	14%[76.3 µM]	2%	·	8%	·	·
C=C(C)Cn1c(CNC(C)=O)nc2ccccc21	0%	-4%	0%	2%	26%[10 µM]	2%	1%	-8%
COC(=O)c1sc2ccccc2c1N	?	?	5%	-3%	-6%	-3%	?	?
O=C(O)CCC(=O)Nc1cccc(C(=O)c2ccccc2)c1	2%	-6%	-2%	-13%	-8%[10 µM]	-4%	-2%	·
CC(C(=O)N1CCOCC1)n1cc([N+](=O)[O-])cn1 (configuration not stated)	-1%	4%	10%	3%	-21%	2%	·	-6%
COc1ccc(NC(=O)C2CC(=O)N=C(N)S2)cc1 (configuration not stated)	9%	-3%	-2%	0%	-10%[10 µM]	-2%	6%	?
CCOc1ccc(S(=O)(=O)N(CC(=O)NCC(F)(F)F)Cc2ccco2)cc1	2%	-3%	0%	-5%	·	1%	2%	2%
O=C(C1CCC(CNS(=O)(=O)c2cccc3cccnc23)CC1)N1CCc2ccccc21 (configuration not stated)	2%	-11%	6%	-17%	-43%[inhibitor]	7%	-3%	0%
O=C(COC(=O)/C=C/c1ccc(S(=O)(=O)N2CCOCC2)cc1)NCc1ccc(F)cc1	-11%	-4%	4%	-11%	20%[10 µM]	-3%	-6%	2%
CC(=O)N1CCc2cc(S(=O)(=O)CCC(=O)Nc3cccc(F)c3)ccc21	1%	7%	3%	10%	10%[10 µM]	12%	-1%	-2%
CCOc1ccc2nc(Cl)c(C3CC(c4ccc(OC)cc4)=NN3S(C)(=O)=O)cc2c1 (configuration not stated)	·	-8%	-1%[76.3 µM]	?	·	35µM*	·	·
Cc1ccc(NC(=O)COC(=O)c2ccco2)cc1	-4%	-3%	-4%	0%	31%[10 µM]	-6%	-5%	?
CCOc1ccc(-c2nonc2NC(=O)c2ccccc2C)cc1	·	8%	-7%[76.3 µM]	6%	·	-6%	·	·
O=C(Nc1ccc(N2CCOCC2)cc1)c1c(F)cccc1Cl	6%	2%	-10%	-5%	-10%	10%	1%	-1%
Cc1ccccc1C(=O)NC1CCS(=O)(=O)C1 (configuration not stated)	?	10%	-19%	9%	3%	3%	11%	6%
Cc1ccc(OCC(=O)N(Cc2ccc(N(C)C)cc2)C2CCS(=O)(=O)C2)cc1 (configuration not stated)	16%	-7%	?	-5%	-2%[0.074 µM]	2%	-23%	-6%
O=C1/C(=C/c2ccco2)N=C(N2CCCCC2)N1c1ccccc1	5%	-14%	1%	-7%	-13%[10 µM]	6%	-1%	-3%
CO/N=C/c1c(C(=O)OC)nn(-c2ccccc2)c1Cl	3%	-10%	10%	-11%	-3%	-6%	3%	-4%
O=C(Nc1ccsc1C(=O)NC1CC1)c1ccccc1	-9%	-9%	-2%	-15%	13%[10 µM]	-10%	-18%	3%
COc1cc(/C=N/NC(N)=O)ccc1OCC(=O)Nc1cc(C)c(C)cc1Br	3%	6%	-9%	6%	·	9%	-1%	7%
O=C(Nc1cccc(C(=O)O)c1)Nc1ccccc1Cl	4%	0%	5%	0%	-47%[inhibitor]	-5%	9%	2%
C=CCOc1c(Br)cc(/C=C(\C#N)C(N)=O)cc1OC	-14%	-17%	-13%	-13%	9%[10 µM]	-2%	-8%	-2%
CC(=O)Nc1c(C(=O)N2CCOCC2)cnn1-c1ccc(C)c(C)c1	-3%	-9%	11%	1%	-5%	3%	4%	-5%
CCn1c(CCNC(=O)c2ccc(Cl)cc2)nnc1SCC(=O)NC1CCCC1	-8%	1%	9%	-2%	-13%	2%	-7%	-14%
Cc1ccc(CN2C(=O)c3oc4ccc(C)cc4c(=O)c3C2c2ccc(O)cc2)cc1 (configuration not stated)	·	9%	6%[76.3 µM]	-2%	·	-11%	·	·
O=C(NC1(C(F)(F)F)NC(=O)N(c2ccc(F)cc2)C1=O)c1cccs1 (configuration not stated)	2%	-2%	-5%	-12%	7%[10 µM]	?	-1%	-2%
O=C1CCCc2c1cc(C(=O)NCc1ccco1)c(=O)n2-c1ccc(Cl)cc1	-7%	-1%	4%	8%	-4%[1.9 µM]	0%	-12%	-8%
NC(=O)c1c(C(F)(F)F)cc(-c2ccccc2)nc1NCCO	10%	0%	2%	-2%	13%	-4%	4%	9%
CCc1c(C)c2ccc(OCC(=O)OC)cc2oc1=O	4%	-16%	-1%	-1%	-1%[10 µM]	4%	0%	1%
O=C(/C=C/c1ccc([N+](=O)[O-])cc1)NC1CC2CCC1C2 (configuration not stated)	3%	-5%	-2%	-9%	-48%[inhibitor]	7%	2%	1%
Nc1nonc1C(=O)NCCN=Cc1ccccc1O	-5%	2%	-4%	0%	12%	-5%	-3%	6%
Cc1nn(C)c(C)c1Sc1ccccc1N	6%	-1%	-1%	-3%	-5%	2%	-23%	9%
Nc1c(N=Nc2ccc(-c3ccc(N=Nc4cc(S(=O)(=O)O)c5ccccc5c4N)cc3)cc2)cc(S(=O)(=O)O)c2ccccc12	-8%	1.1µM*	·	-7%	11%&-172%	-15%	-8%	·
Cc1ccc(Cn2c(C)c(CNCc3ccccc3F)c(C(=O)O)c2C)cc1	·	-4%	14%[76.3 µM]	-4%	·	-3%	·	·
Cc1cc(Br)ccc1OCC(=O)NNC(=O)Cc1ccccc1	-2%	-5%	-5%	-1%	·	-2%	4%	3%

Continued (four carried over from the part before).
SMILES	aGal spleen mod	Tau fibril ThT	GAA glycogen mod	Tau fluor counter	HTT cytoprotect	Tau FP inhib	GAA spleen mod	GAA inh
Cc1nn(C)c(C)c1Sc1ccccc1N	6%	-1%	-1%	-3%	-5%	2%	-23%	9%
Nc1c(N=Nc2ccc(-c3ccc(N=Nc4cc(S(=O)(=O)O)c5ccccc5c4N)cc3)cc2)cc(S(=O)(=O)O)c2ccccc12	-8%	1.1µM*	·	-7%	11%&-172%	-15%	-8%	·
Cc1ccc(Cn2c(C)c(CNCc3ccccc3F)c(C(=O)O)c2C)cc1	·	-4%	14%[76.3 µM]	-4%	·	-3%	·	·
Cc1cc(Br)ccc1OCC(=O)NNC(=O)Cc1ccccc1	-2%	-5%	-5%	-1%	·	-2%	4%	3%
Cc1cccc(NC(=O)CSc2nnc(CCNC(=O)OC(C)(C)C)o2)c1C	-2%	-4%	-1%	-3%	7%[10 µM]	2%	8%	·
Cc1cc(C(=O)OCC(=O)NC2CCS(=O)(=O)C2)c(C)n1-c1ccccc1 (configuration not stated)	1%	3%	5%	-2%	26%	8%	-5%	6%
COc1ccc(NC(=S)N2CCc3ccccc3C2)cc1	-3%	-2%	-7%	0%	14%[0.074 µM]	2%	3%	8%
COCc1cc(CN2CCN(Cc3ccsc3)C(CCO)C2)ccc1OC (configuration not stated)	2%	-2%	9%	3%	9%[10 µM]	-1%	2%	?
O=C1CS(=O)CN1c1ccc(Oc2ccccc2)cc1 (configuration not stated)	10%	-4%	-7%	-2%	-33%[inhibitor][1.9 µM]	11%	-16%	8%
OCCC1CN(Cc2cccc3nccnc23)CCN1Cc1ccc(F)c(F)c1 (configuration not stated)	-4%	-6%	8%	-10%	21%[10 µM]	-6%	-9%	-1%
CC(=O)N(Cc1ccc(F)cc1)Cc1nc2ccccc2c(=O)[nH]1	-9%	-1%	9%	-4%	-9%[10 µM]	0%	-2%	-12%
CCOc1ccc(C(=O)N/N=C(\c2ccccc2)c2ccccn2)cc1	-11%	?	-13%	-12%	-77%[inhibitor]	10%	-11%	-4%
CCOC(=O)C1=C(c2ccccc2)Nc2nc(C)nn2C1c1cccc(OC)c1OC (configuration not stated)	3%	-2%	-7%	0%	-29%[0.074 µM]	5%	8%	2%
COc1cccc(-c2nnc(NC(=O)c3ccc(S(=O)(=O)N4CCOCC4)cc3)o2)c1	-10%	-11%	-4%	-10%	-56%[inhibitor]	0%	2%	-1%
Cc1ccccc1NC(=O)C1CCCN1S(=O)(=O)c1ccc2c(c1)n(C)c(=O)c(=O)n2C (configuration not stated)	-2%	-3%	-8%	-5%	·	-2%	3%	3%
O=C(N/N=C/C=C/c1ccco1)c1cccc([N+](=O)[O-])c1	-4%	?	3%	-5%	·	-5%	0%	-9%
Cc1ccc(OCC(O)C(C)NC(C)C)c2c1CCC2 (configuration not stated)	8%&5%	-3%&-1%	·	-4%&-6%	-51%[inhibitor]	0%&-7%	6%&1%	·
Cc1cccc(NC(=S)NCCCN2CCOCC2)c1	1%	4%	5%	6%	32%[0.074 µM]	-9%	-4%	-10%
CCOC(=O)N1CCN(S(=O)(=O)c2cc(-c3nn4c(C)nnc4c4ccccc34)ccc2C)CC1	12%	-11%	?	-2%	-16%	7%	-1%	6%
CCNc1nnc(CCn2nc(C)c(Br)c2C)s1	-6%	0%	16%	-7%	-15%[10 µM]	-2%	4%	3%
